# Compound activity (PubChem)
# S3 lipid droplet: qHTS Assay for Lipid Storage Modulators in Drosophila S3 Cells; lipid storage change, negative = inhibition, % at the top dose, mostly 46.1 µM; hits show Potency in µM; actives 0.64% (n = 320,000); AID 2685, 2010; Drosophila S3 cells, BODIPY lipid droplet fluorescence, 18-24 h; cells fed with added oleic acid; active = well fitted inhibition curve with a large enough effect in the signal ratio, with a control signal flat, not every such curve was filed as active; inconclusive = small, poorly fitted or top-dose-only effect, or effect the other way, or a change in a side signal; the % refers to the signal ratio
#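 Laser-scanning cytometry quantifies lipid droplet accumulation (500–530 nm total intensity; droplet/cell object ratio) in oleic acid-fed (400 uM added) Drosophila S3 cells treated with a concentration series. 20 uM Triacsin C defined 100% inhibition.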
# S3 lipid droplet cell count max: recorded beside S3 lipid droplet, whose call it bears; cell number change, %; measured here: cell count max response;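 cells counted by Cell Tracker Red CMTPX staining in the red channel; peak over a dose series mostly up to 46.1 µM; percent activity relative to internal control wells on each plate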
# * hit, by the source's call; i = inactive; ? = inconclusive; nt = not tested or not shown. % is set by controls: 0 for no effect and ±100 for the full control effect; potency is the fitted concentration of half-maximal effect.
SMILES,S3 lipid droplet,S3 lipid droplet cell count max
CC(NC(=O)c1ccccc1NC(=O)c1ccccc1)C(=O)N1CCOCC1 (stereo not given),?,nt
CCCNC(=O)c1ccc2c(=O)c(O)c(-c3ccc(C)cc3)[nH]c2c1,?,nt
CC(/C=N\NC(=O)Cn1c(C)nc2ccccc21)=C\c1ccccc1,?,nt
C=CCCN(C(CC(C)C)C(=O)OC)S(=O)(=O)c1cc(Br)ccc1Br (stereo not given),9%,3
CCOc1ccccc1C(=O)NCC(=O)N1CCN(Cc2ccc3c(c2)OCO3)CC1,22%,0
Nc1ccc(OCC(O)C[n+]2ccc(CCS(=O)(=O)[O-])cc2)cc1 (stereo not given),?,nt
CN1/C(=C\C(=O)CSc2cccc[n+]2[O-])C(C)(C)c2ccccc21,?,nt
COc1ccc2nc(C(C)O)[nH]c2c1 (stereo not given),0%,5
CCOC(=O)c1ccc(NC(=O)Nc2ncccc2C)cc1,?,nt
O=C(NC(=S)Nc1ccccc1)c1ccc(-c2ccccc2)cc1,-1%,0
O=S(=O)(c1ccc(Br)cc1)N1CCCC1,16%,5
CCN(CC)S(=O)(=O)c1ccc(NC(=O)CSc2nnc(-c3cccc(OC)c3)n2C)cc1,?,nt
O=C(NCC(=O)N(CCN1CCOCC1)C(C(=O)NC1CCCC1)c1cccnc1)c1cccs1 (stereo not given),11%,26
O=C(Cc1ccc(Cl)cc1)NCC(=O)N1CCCC1,?,nt
Cc1ccc(S(=O)(=O)N2CCCC(C(=O)NC3CC3)C2)cc1 (stereo not given),?,nt
CCn1c2ccccc2c2cc(CNCCCN3CCOCC3)ccc21,?,nt
COc1cc(C(=O)Nc2cc(C)c(OCC(=O)N3CCOCC3)c(C)c2)cc(OC)c1OC,8%,-11
COc1ccccc1C(=O)NC(=O)COC(=O)Cc1n[nH]c(=O)c2ccccc12,?,nt
CN1CCN(CC(=O)NN(Cc2ccccc2)c2ccccc2)CC1,?,nt
O=S(=O)(Nc1nc(SCc2ccc(Cl)cc2)n[nH]1)c1ccccc1,0%,-5
CCN1CCN(C(c2cccs2)C(C)NC(=O)c2ccccc2OC)CC1 (stereo not given),i,nt
C=CCSC1=C(C#N)C(c2ccccc2Cl)C(C(=O)c2cccs2)C(O)(C(F)(F)F)N1 (stereo not given),?,nt
Cc1c(Br)c(C(F)(F)F)nn1CC(=O)NCC1CCCO1 (stereo not given),?,nt
CCCc1ccc(S(=O)(=O)NCc2nnc(SC)n2C)cc1,?,nt
COCCCNC(=S)Nc1cccc(S(=O)(=O)NC2=NCCC2)c1,?,nt

# Compound profiles (already shown):
# `CCn1c2ccccc2c2cc(CNCCCN3CCOCC3)ccc21` reads S3 lipid droplet = ?; S3 lipid droplet cell count max = nt
# `COc1ccccc1C(=O)NC(=O)COC(=O)Cc1n[nH]c(=O)c2ccccc12` reads S3 lipid droplet = ?; S3 lipid droplet cell count max = nt

# (list continues)
SMILES,S3 lipid droplet,S3 lipid droplet cell count max
COc1ccc(OC)c(NC=C2C(=O)OC3(CCCCC3)OC2=O)c1,-32%,-8
CCC(O)c1cc2c(cc1NC(=O)c1cccs1)OCCO2 (stereo not given),i,nt
CC(C)C1C(=O)NC(=S)N1S(=O)(=O)c1ccc(C(C)(C)C)cc1 (stereo not given),?,nt
COc1ccc2[nH]c(C(=O)N/N=C/c3ccc(OC)c(O)c3)cc2c1,-3%,4
CN(C)CCSc1nc(-c2ccccc2)nc2c1CCCC2,5%,-1
COc1ccc(C(=O)Nc2nc3ccccc3s2)cc1OC,-8%,7
CCOC(=O)C1CCCN(S(=O)(=O)c2ccc(OC)c3ccccc23)C1 (stereo not given),i,nt
O=C(CCl)NCCCCCCCCCNC(=O)CCl,?,nt
O=C(COC(=O)C1CCN(S(=O)(=O)c2cc([N+](=O)[O-])ccc2Cl)CC1)Nc1ncc(Cl)cc1Cl,?,nt
Cc1c(=O)n(OCc2ccc(Cl)cc2)c2ccccc2[n+]1[O-],?,nt
Nn1cnnc1SC1CCCCC1NS(=O)(=O)c1ccccc1 (stereo not given),?,nt
COc1ccccc1CNC(=O)c1ccccc1NC(=O)C1=C(C)OCCS1,i,-7
Cc1ccc(CNC(=O)c2ccc(Cn3nc(C)cc3C)o2)cc1,?,nt
CCN1C(=O)[C@H]2[C@@H](c3ccc(SC4CCCCC4)c(OC)c3)N3CCCC[C@@]3(C(=O)OC)[C@H]2C1=O,i,-15
S=c1nc(-c2ccccc2)[nH]c2ccc(Br)cc12,13%,11
COc1cc2ncnc(NCc3ccccc3)c2cc1OC,i,nt
COc1ccc2cc(OCC(=O)NNC(=O)Nc3ccc(F)cc3)ccc2c1,?,nt
CCn1c(-c2cc(-c3ccc(OC(C)C)cc3)nc3ccccc23)n[nH]c1=S,?,nt
Nc1ncc2c(n1)-c1cc(Cl)ccc1SC2,12%,-10
Cc1nnc(SCC(=O)Nc2ccc3c(c2)OCO3)n(N)c1=O,?,nt
COc1cc(/C=C\C(=O)NCc2ccc3c(c2)cc(C)n3C)cc(OC)c1OC,?,nt
Cc1cccc(CN2CCSc3sccc3C2=O)c1,5%,7
COc1ccc(CN2CCN(S(=O)(=O)c3ccccc3)CC2)c(OC)c1,i,10
CCN(CC)C(=O)CSc1nc(COc2ccccc2)nc2ccccc12,?,nt
O=C(CN1CCN(S(=O)(=O)c2ccccc2)CC1)Nc1cccc(C(F)(F)F)c1,?,nt

# 7 compounds out of the list, arranged by molar mass, high to low:
SMILES,S3 lipid droplet,S3 lipid droplet cell count max
O=C(COC(=O)C1CCN(S(=O)(=O)c2cc([N+](=O)[O-])ccc2Cl)CC1)Nc1ncc(Cl)cc1Cl,?,nt
COc1ccccc1CNC(=O)c1ccccc1NC(=O)C1=C(C)OCCS1,i,-7
COc1cc(/C=C\C(=O)NCc2ccc3c(c2)cc(C)n3C)cc(OC)c1OC,?,nt
CCn1c(-c2cc(-c3ccc(OC(C)C)cc3)nc3ccccc23)n[nH]c1=S,?,nt
Nn1cnnc1SC1CCCCC1NS(=O)(=O)c1ccccc1 (stereo not given),?,nt
COc1ccc(OC)c(NC=C2C(=O)OC3(CCCCC3)OC2=O)c1,-32%,-8
CCC(O)c1cc2c(cc1NC(=O)c1cccs1)OCCO2 (stereo not given),i,nt

# Returning to the listing, starting two compounds before the break.
SMILES,S3 lipid droplet,S3 lipid droplet cell count max
CCN(CC)C(=O)CSc1nc(COc2ccccc2)nc2ccccc12,?,nt
O=C(CN1CCN(S(=O)(=O)c2ccccc2)CC1)Nc1cccc(C(F)(F)F)c1,?,nt
CC(NC(=O)C1CCN(C(=O)Nc2ccccc2)CC1)c1ccccc1 (stereo not given),26%,24
COC(=O)C1=C(C(=O)OC)C(c2ccc(OC)c(OC)c2)c2sc(=O)[nH]c2S1 (stereo not given),6%,14
CCOC(=O)/C=C/c1nc(C(=O)OCC)c(C)c(=O)[nH]1,14%,-2
COc1cc(C(=O)NC2CC(C)(C)Cc3c2cnn3-c2ccccc2)cc(OC)c1OC (stereo not given),6%,10
Cc1cc(C(=O)CSc2nnc(-c3cccnc3)n2-c2ccccc2F)c(C)n1CC1CCCO1 (stereo not given),5%,19
COc1cc2c(cc1NS(=O)(=O)N1CCCCC1)oc1ccccc12,?,nt
COc1ccc(S(=O)(=O)N2CCc3ccccc32)cc1C(=O)NCCc1ccccn1,i,nt
CC(=O)Nc1ccc(NC2=C(Cl)C(=O)c3ccccc3C2=O)cc1,i,8
CCOC(=O)c1cnn(-c2ccccc2)c1-n1cccc1C(=O)C(=O)Nc1ccc(F)cc1,?,nt
COCCSc1ccccc1C(=O)Nc1ccncc1,?,nt
Cc1cc2c(c(=O)n1CCc1ccccc1)C(C(C)C)C(C#N)=C(N)O2 (stereo not given),?,nt
Cc1cccc(-c2nnc3n2N=C(c2ccccc2)CS3)c1,?,nt
Cc1cc(C(=O)CSc2n[nH]c(N)n2)c(C)n1-c1ccc(F)cc1,6%,-3
CCn1c(CCc2nc3ccccc3[nH]2)n[nH]c1=S,7%,6
CCOCC(=O)Nc1cc(-c2cn3cccnc3n2)ccc1C,?,nt
Cc1cc(C)nc(N/N=C/c2ccc([N+](=O)[O-])o2)n1,?,nt
CS(=O)(=O)Nc1ccccc1C(=O)NCCSc1ccc(Cl)cc1,i,-1
Nc1cccc(C(=O)Nc2cccc3ncccc23)c1,i,-13
Cc1ccc(-n2c(O)cnc2Nc2nc(C)cc(C)n2)cc1,19%,-1
O=C(Nc1nc(-c2cccs2)cs1)C1=COCCO1,7%,0
CCN1C(=O)c2cccc3c(S(=O)(=O)N(C(=O)c4ccncc4)c4ccc(OC)cc4)ccc1c23,?,nt
Brc1cc2ccccc2[n+](Cc2ccccc2)c1,?,nt
NC(=O)Cn1cc(C(=O)COc2ccccc2)c2ccccc21,1%,1
COc1ccc(Oc2cccc(Cl)c2CNC(=O)CCC(=O)O)cc1,1%,0
O=C1CC2CS(=O)(=O)CC2N1c1ccc(Oc2ccccc2)cc1 (stereo not given),i,nt

# (cont.)
SMILES,S3 lipid droplet,S3 lipid droplet cell count max
O=S(=O)(NCC1CCCO1)c1ccccc1F (stereo not given),?,nt
Cc1ccc(CN2CCN(Cc3ccc(C)s3)CC2CCO)cc1 (stereo not given),11%,-2
Cc1ccc(NC(=O)CN2CCC(NC(=O)Cc3ccccc3)CC2)c(C)c1,i,13
O=C(c1ccc(F)cc1)C1CCN(Cc2cn[nH]c2-c2ccc(F)cc2)CC1,?,nt
O=S(=O)(c1ccccc1)c1nc(-c2ccco2)oc1NCc1cccnc1,10%,-26
O=c1ccc(Oc2nc(N3CCOCC3)nc(N3CCOCC3)n2)nn1-c1ccccc1,?,nt
C=C(C)c1cccc(C(C)(C)NC(=O)N2CCN(C/C=C/c3ccccc3)CC2)c1,i,-33
COc1ccc(-c2c(C)[nH]n3c(=O)c(Cc4ccccc4)c(C)nc23)cc1,-7%,-12
COc1ccc2[nH]c(=O)c(CN(Cc3nnnn3Cc3ccc(F)cc3)CC3CCCO3)cc2c1 (stereo not given),?,nt
CCCCOC(=O)CCCN1C(=O)/C(=C2\SC(=S)N(CCCC(=O)OCCCC)C2=O)SC1=S,12%,-17
COC(=O)C1CCN(CC(=O)NC(=O)NC2CCCCC2)CC1,?,nt
O=C1CN(C(=O)NCC(=O)N[C@H](C(=O)O)c2ccccc2)c2ccccc2N1,?,nt
CC(=O)c1c(C)[nH]c(C(=O)OCC(=O)N2CC(C)OC(C)C2)c1C (stereo not given),?,nt
Cc1ccc(C)c(N(CC(=O)NCc2ccco2)C(=O)CCC(=O)Nc2ccccn2)c1,3%,2
CCCCCC(=O)Nc1cccc(C2=NOC3(C2)C[C@@H](C(N)=O)N(C(=O)c2cc([N+](=O)[O-])cc([N+](=O)[O-])c2C)C3)c1 (stereo not given in full),0%,-7
O=C(O)C1C2C=CC(C2)C1C(=O)NCCc1cccc(Cl)c1 (stereo not given),4%,3
CCCSc1nnc(-c2ccccc2N)c(=O)[nH]1,?,nt
O=C(NCc1ccc(F)cc1)C(c1cccnc1)N(C(=O)c1csnn1)c1ccccc1 (stereo not given),i,15
O=C(CCCc1ccccc1)NC1CC1,?,nt
Cc1cccc(Nc2nnc(SCC(=O)c3ccc(Br)s3)s2)c1C,?,nt
Cc1cc(N2C(=O)C(O)=C(C(=O)c3ccc(C)o3)C2c2cccc(Oc3ccccc3)c2)no1 (stereo not given),i,18
Cc1cc(C)n(C(=O)COc2ccc(Cl)cc2Cl)n1,6%,-11
CCOc1ccc(C(=O)C2CCN(C(=O)c3ccccc3C(=O)O)CC2)cc1,?,nt
Cc1ccccc1NC(=O)c1ccc(C)c(S(=O)(=O)Nc2ccccn2)c1,?,nt
Cc1ccc(NC(=O)C2CC(=O)NC(Nc3cccc(C)c3)=N2)cc1 (stereo not given),-11%,1

# Going on with the list.
SMILES,S3 lipid droplet,S3 lipid droplet cell count max
CCN1CCN(S(=O)(=O)c2ccc(S(=O)(=O)NCC3CCCO3)cc2)CC1 (stereo not given),?,nt
O=C1CC(/C=C/c2ccco2)=Nc2ccccc2N1,?,nt
O=C(/C=C/c1ccc(Cl)cc1)NCCCn1ccnc1,i,nt
COCCCNC(=O)C1CC(=O)N(CCc2ccc(OC)c(OC)c2)C1 (stereo not given),-4%,1
O=C(NCc1ccncc1)c1cccc(S(=O)(=O)NCc2ccccc2)c1,?,nt
CCOc1ccc(C2C(C(=O)c3ccc(C)o3)=C(O)C(=O)N2CCN2CCOCC2)cc1OC (stereo not given),?,nt
COc1ccc(OC)c(S(=O)(=O)N2CCC(C(=O)NCCc3ccc(OC)c(OC)c3)CC2)c1,?,nt
O=C(Nc1cccc(O)c1)c1ccc(S(=O)(=O)N2CCCCCC2)cc1,?,nt
CCc1ccc(C(C(=O)NCc2ccc(F)cc2)N(C(=O)c2csnn2)C2CC2)cc1 (stereo not given),i,-1
COc1ccc(CCNC(=O)CSc2ccc(-c3ccccc3)nn2)cc1OC,?,nt
O=c1cc(COc2ccccc2[N+](=O)[O-])nc2sccn12,6%,5
CCOC(=O)c1c(CSCc2ccccc2)oc2ccc(O)c(CN(C)C)c12,-8%,-10
CCOC(=O)C(=CNc1nc2ccc(C(=O)OCC)cc2s1)C(=O)OCC,6%,-14
Cc1cc(NS(=O)(=O)c2ccc(NC(=O)COc3ccccc3C(C)C)cc2)no1,i,nt
COc1cccc(-n2c(N)cc(=O)nc2SCC(=O)Nc2cc(C)on2)c1,18%,7
Cc1ccc(OCc2cc(C(=O)NCc3cn4ccccc4n3)no2)cc1C,-15%,13

# An excerpt. The share of hits here may be higher or lower than overall.
